Source: PubChem (National Center for Advancing Translational Sciences (NCATS))
Giardia FBPA inh: inhibitors of Giardia lamblia fructose-1,6-bisphosphate aldolase | A8B2U2 | purified Giardia FBPA | Potency, µM (highest dose often 59.6 µM), for inactives: top-dose activity, negative = inhibition, most hits filed as inhibitors | actives 0.71% (n = 290,000); note: potency is the fitted concentration of half-maximal effect; % is set by controls: 0 for no effect and ±100 for the full control effect; nearly all actives have a fitted effect of over 55% in size
Target sequence (A8B2U2 whole entry, looked up): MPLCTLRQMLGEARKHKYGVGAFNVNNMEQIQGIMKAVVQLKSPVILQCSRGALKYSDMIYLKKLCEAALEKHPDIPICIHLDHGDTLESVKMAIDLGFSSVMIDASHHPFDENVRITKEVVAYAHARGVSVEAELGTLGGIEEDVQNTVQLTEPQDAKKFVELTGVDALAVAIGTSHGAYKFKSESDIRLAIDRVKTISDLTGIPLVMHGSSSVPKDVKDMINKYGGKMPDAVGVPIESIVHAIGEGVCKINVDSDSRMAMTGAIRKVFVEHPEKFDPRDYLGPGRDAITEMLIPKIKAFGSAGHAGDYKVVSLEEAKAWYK
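40 nM FBPA preincubated 10 min at RT with compound (up to 57.5 uM final), then substrate plus GAPDH/TPI/NAD/arsenate coupling and diaphorase/resazurin added. Fluorescence read after 20 min at RT, 525/598 nm.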
Shiga inhibitor: blocks Shiga toxin action in Vero cells; Vero cells, Shiga toxin protein synthesis inhibition reporter; inhibition, % at 38.7 µM; actives 9.2% (n = 290,000); in the data active = inhibition mostly above about 28%, no sharp cut-off; inactive = mostly below about 43%; note: 0% is about no effect
Pf growth 96h: P. falciparum growth inhibition at 96 hour, primary screen for plastid delayed-death inhibitors. P. falciparum luciferase reporter growth, 96 h. Potency, µM (doses to about 28.7 µM), for the others: at the highest dose activity change, negative = inhibition, hits mostly inhibitors. actives 6.9% (n = 320,000). AID 504834; note: potency is the fitted concentration of half-maximal effect; % is set by controls: 0 for no effect and ±100 for the full control effect
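Two-generation exposure (96 h) targets delayed-death phenotype. Reporter parasites carrying integrated firefly luciferase, in red cells at 2% hematocrit and 0.05% parasitemia final, kept at 37 C, 5% CO2; luminescence loss indicates inhibition.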
HCV inhibitor: inhibitors of hepatitis C virus infection; AID 651820; Huh7.5.1 HCVcc-Cre infection, luciferase reporter, 44 h; actives 3.4% (n = 340,000); Potency, µM (top dose mostly 41.8 µM), without a hit: top-dose activity change, negative = inhibition, most hits filed as inhibitors; note: potency is the fitted concentration of half-maximal effect; % is set by controls: 0 for no effect and ±100 for the full control effect
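Whole-lifecycle infectious HCVcc-Cre system; cells 1,000/well, compound then virus (~0.5 moi) added 4 h after plating, 44 h culture. Luciferase read 15 sec following 15 min substrate incubation, room temp.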
Pf growth 48h: P. falciparum growth inhibition at 48 hours (one generation); P. falciparum luciferase growth in erythrocytes, 48 h; Potency, µM (top dose mostly 28.7 µM), inactives show at the top dose activity change, negative = inhibition, hits mostly inhibitors; actives 5.9% (n = 310,000); note: potency is the fitted concentration of half-maximal effect; % is set by controls: 0 for no effect and ±100 for the full control effect
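Luciferase-expressing parasites in RBCs, 2% Hct / 0.1% parasitemia final; RPMI 1640 + 0.5% Albumax; 37 C, 5% CO2, one generation; luminescence read-out, lower signal = inhibition.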
Cycloheximide cs: counter-screen hit for Shiga toxin inhibitors, cycloheximide | cell reporter, cycloheximide protein synthesis inhibition counterscreen | max response, % | actives 12% (n = 300,000) | AID 2314; in the data active = max response mostly above about 13%, no sharp cut-off; inactive = mostly below about 14%; note: read at 38.3 µM for the half of the compounds with a filed dose; 0% is about no effect
* = called active by the depositor; [ ] = another dose, or the depositor's remark. Unless noted, calls come from the whole dose curve; as a rule, active = well fitted curve in the direction sought with a large enough effect; inconclusive = small, poorly fitted or top-dose-only effect, or another doubt; inactive = no such curve, though single readings can be large; an effect the other way counts as inactive or inconclusive.

How did Cn1nnnc1SCC(=O)Nc1cccc([N+](=O)[O-])c1 do in these assays?
Giardia FBPA inh: 1%; Shiga inhibitor: 55; Pf growth 96h: -3%; HCV inhibitor: -4%; Pf growth 48h: 47%[activator]; Cycloheximide cs: -2

Results for Cc1ccc(-n2c(Cc3ccccc3)n[nH]c2=S)c(C)c1 ?
Giardia FBPA inh: 0%; Shiga inhibitor: -5; Pf growth 96h: -5%; HCV inhibitor: 18%; Pf growth 48h: 0%; Cycloheximide cs: -1

What do the screens show for `CN1CCN(CC(=O)Nc2ccc(OC(F)(F)F)cc2)CC1`?
Giardia FBPA inh: inconclusive; Shiga inhibitor: -4; Pf growth 96h: -14%; HCV inhibitor: inconclusive; Pf growth 48h: -7%; Cycloheximide cs: 5

How did CCCCn1c(-c2ccccc2)cnc1SCC(=O)NCCc1ccc(OC)c(OC)c1 do in these assays?
Giardia FBPA inh: 1%; Shiga inhibitor: 132*; Pf growth 96h: 1%; HCV inhibitor: 11µM*; Pf growth 48h: 3%; Cycloheximide cs: 21*

How did CC(C)(C)C(=O)Nc1nnc(SCC(=O)Nc2nccs2)s1 do in these assays?
Giardia FBPA inh: -12%; Shiga inhibitor: -3; Pf growth 96h: 4%; Pf growth 48h: inconclusive; Cycloheximide cs: -1

Results for Cc1cccc(-c2nnc(SCc3nc4ccccc4[nH]3)n2Cc2ccco2)c1 ?
Giardia FBPA inh: 2%; Shiga inhibitor: -13; Pf growth 96h: inconclusive; HCV inhibitor: inconclusive; Pf growth 48h: inconclusive; Cycloheximide cs: -2

How did Cc1nc(N=Nc2cc([N+](=O)[O-])ccc2Cl)c(COP(=O)(O)O)c(C=O)c1O do in these assays?
Giardia FBPA inh: 22µM*; Shiga inhibitor: -11; Cycloheximide cs: -11

What do the screens show for `Cc1ccc(Nc2nc(CSc3nnnn3-c3ccccc3)cc(=O)[nH]2)cc1`?
Giardia FBPA inh: -9%; Shiga inhibitor: -6; Pf growth 96h: -5%; HCV inhibitor: -28%; Pf growth 48h: -30%; Cycloheximide cs: -4

How did O=C(CSCc1c[nH]c(=O)[nH]c1=O)OCC(=O)c1ccc(Br)cc1 do in these assays?
Giardia FBPA inh: 2%; Shiga inhibitor: 5; Pf growth 96h: 66%[activator]; HCV inhibitor: 15%; Pf growth 48h: 1%; Cycloheximide cs: -1

Results for CC(Sc1nnc(-c2cccs2)n1C1CC1)C(=O)NCC1CCCO1 (stereo unspecified) ?
Pf growth 96h: 25%; HCV inhibitor: 20%; Pf growth 48h: 29%

What do the screens show for `COc1ccc(-c2nnc(OCc3nc4ccccc4n3C)c3ccccc23)cc1`?
Giardia FBPA inh: 6%; Shiga inhibitor: -14; Pf growth 96h: inconclusive; HCV inhibitor: inconclusive; Pf growth 48h: inconclusive; Cycloheximide cs: -5

What do the screens show for `CC(C)(C)c1ccc(C(=O)NCC(=O)NCC(C)(C)N2CCOCC2)cc1`?
Pf growth 96h: 40%[activator]; HCV inhibitor: 3%; Pf growth 48h: 11%

Results for Cc1onc(-c2c(Cl)cccc2Cl)c1C(=O)NN1CCCCCC1 ?
Giardia FBPA inh: 0%; Shiga inhibitor: -13; Pf growth 96h: 3%; HCV inhibitor: 9%; Pf growth 48h: 50%[activator]; Cycloheximide cs: -1

How did CCCCn1c(SCC(=O)N(C)C)nnc1-c1ccncc1 do in these assays?
Giardia FBPA inh: 4%; Shiga inhibitor: 20; Pf growth 96h: 0%; HCV inhibitor: 20%; Pf growth 48h: 43%[activator]; Cycloheximide cs: -4

Results for CC(=O)Nc1cc2c3c(c1)CCC(=O)N3CCC2 ?
Giardia FBPA inh: 13%; Shiga inhibitor: -8; Pf growth 96h: 42%[activator]; HCV inhibitor: 3%; Pf growth 48h: 18%; Cycloheximide cs: -4

Results for O=C(O)CCCNc1n[nH]c(=O)[nH]c1=O ?
Giardia FBPA inh: 9%; Shiga inhibitor: -8; Pf growth 96h: 23%; HCV inhibitor: 0%; Pf growth 48h: 15%; Cycloheximide cs: -4

What do the screens show for `Cc1ccc2cc(CCNC(=O)c3ccc(S(=O)(=O)N4CCOCC4)cc3)c(=O)[nH]c2c1C`?
Giardia FBPA inh: 7%; Shiga inhibitor: -5; Pf growth 96h: 12µM*; HCV inhibitor: inconclusive; Pf growth 48h: inconclusive; Cycloheximide cs: -2

How did Cn1c(O)c(/C=N/N2CCCCC2)c(=O)[nH]c1=O do in these assays?
Giardia FBPA inh: 0%; Shiga inhibitor: -5; Pf growth 96h: inconclusive; HCV inhibitor: -4%; Pf growth 48h: 5%; Cycloheximide cs: -5

What do the screens show for `CCOc1ccccc1N1CCN(C(=O)c2ccc(-c3ccc(OC(C)=O)cc3)cc2)CC1`?
Giardia FBPA inh: -3%; Shiga inhibitor: 18; Pf growth 96h: -17%; HCV inhibitor: -3%; Cycloheximide cs: -1

What do the screens show for `COc1ccccc1C1C(C#N)=C(N)N(N(C)C)C2=C1C(=O)CC(C)(C)C2` (stereo unspecified)?
Giardia FBPA inh: -21%; Shiga inhibitor: -6; Pf growth 96h: 0%; HCV inhibitor: 5%; Pf growth 48h: inconclusive; Cycloheximide cs: 3

What do the screens show for `CCN(CC)CCCCN1c2ccccc2Oc2ccc(Cl)cc21`?
Giardia FBPA inh: -5%; Shiga inhibitor: -13; Cycloheximide cs: -11

How did CS(=O)(=O)N1CCN(C(=O)Cc2ccc(Br)cc2)CC1 do in these assays?
Giardia FBPA inh: -4%; Pf growth 96h: -22%; HCV inhibitor: 12%; Pf growth 48h: 28%; Cycloheximide cs: 1

How did COc1ccc(C2(C)NC(=O)N(CC(=O)NCc3ccccc3F)C2=O)cc1 (stereo unspecified) do in these assays?
Giardia FBPA inh: 5%; Shiga inhibitor: -14; Pf growth 96h: -6%; HCV inhibitor: 21%; Pf growth 48h: -17%; Cycloheximide cs: 2

Results for Cc1ccc(S(=O)(=O)c2cc3ccc(O)cc3oc2=O)cc1C ?
Giardia FBPA inh: 3%; Shiga inhibitor: -4; Pf growth 96h: -21%; HCV inhibitor: 6%; Pf growth 48h: 1%[0.00184 µM]; Cycloheximide cs: 2

How did CC(CCc1ccccc1)NCC(O)COc1ccccc1 (stereo unspecified) do in these assays?
Giardia FBPA inh: 1%; Shiga inhibitor: -11; Pf growth 96h: inconclusive; HCV inhibitor: inconclusive; Pf growth 48h: 5.2µM*; Cycloheximide cs: -1

What do the screens show for `C=CCn1c(SCC(=O)Nc2cc(C)on2)nnc1C1COc2ccccc2O1` (stereo unspecified)?
Giardia FBPA inh: 7%; Shiga inhibitor: -3; Pf growth 96h: 78%[activator]; HCV inhibitor: -4%; Pf growth 48h: -24%; Cycloheximide cs: 4

What do the screens show for `O=C(N/N=C/c1ccccn1)c1cccc(S(=O)(=O)N2CCCC2)c1`?
Giardia FBPA inh: 16µM*; Shiga inhibitor: -1; Pf growth 96h: 11%; HCV inhibitor: 9%; Pf growth 48h: -15%; Cycloheximide cs: -3

What do the screens show for `CC(=O)n1cc([C@H]2C=C(C(=O)N3CCN(Cc4ccc5c(c4)OCO5)CC3)O[C@@H](OCCCCO)C2)c2ccccc21`?
Giardia FBPA inh: 2%; Shiga inhibitor: -4; Pf growth 96h: inconclusive; HCV inhibitor: inconclusive; Pf growth 48h: 0.93µM*; Cycloheximide cs: -1

What do the screens show for `CNC(=S)N(Cc1ccc(OC)cc1)C1CC(=O)N(c2ccc(OC)cc2)C1=O` (stereo unspecified)?
Giardia FBPA inh: 3%; Shiga inhibitor: 3; Pf growth 96h: inconclusive; HCV inhibitor: inconclusive; Pf growth 48h: -22%; Cycloheximide cs: -1

What do the screens show for `CCCCOc1ccc(C(C)NC(=O)CCS(=O)(=O)Cc2ccc(Cl)cc2)cc1` (stereo unspecified)?
Giardia FBPA inh: 6%; Shiga inhibitor: -6; Pf growth 96h: 452%[activator]; HCV inhibitor: 9%; Pf growth 48h: -4%; Cycloheximide cs: -3

Brought forward from above: three compounds, then new ones.
What do the screens show for `CC(=O)n1cc([C@H]2C=C(C(=O)N3CCN(Cc4ccc5c(c4)OCO5)CC3)O[C@@H](OCCCCO)C2)c2ccccc21`?
Giardia FBPA inh: 2%; Shiga inhibitor: -4; Pf growth 96h: inconclusive; HCV inhibitor: inconclusive; Pf growth 48h: 0.93µM*; Cycloheximide cs: -1

What do the screens show for `CNC(=S)N(Cc1ccc(OC)cc1)C1CC(=O)N(c2ccc(OC)cc2)C1=O` (stereo unspecified)?
Giardia FBPA inh: 3%; Shiga inhibitor: 3; Pf growth 96h: inconclusive; HCV inhibitor: inconclusive; Pf growth 48h: -22%; Cycloheximide cs: -1

What do the screens show for `CCCCOc1ccc(C(C)NC(=O)CCS(=O)(=O)Cc2ccc(Cl)cc2)cc1` (stereo unspecified)?
Giardia FBPA inh: 6%; Shiga inhibitor: -6; Pf growth 96h: 452%[activator]; HCV inhibitor: 9%; Pf growth 48h: -4%; Cycloheximide cs: -3

Results for COc1ccc(/C=C2\SC(=O)N(CC(=O)NC3CCS(=O)(=O)C3)C2=O)cc1 (stereo unspecified) ?
Giardia FBPA inh: -3%; Shiga inhibitor: -6; Pf growth 96h: 110%[activator]; HCV inhibitor: -3%; Pf growth 48h: 48%[activator]; Cycloheximide cs: -5

What do the screens show for `Cc1cc(C)nc(-n2cc(C(=O)c3cc(F)ccc3O)cn2)n1`?
Giardia FBPA inh: -17%; Shiga inhibitor: -7; Pf growth 96h: inconclusive; HCV inhibitor: -2%; Pf growth 48h: 8%; Cycloheximide cs: -2

Results for Cc1ccc(C(=O)NCC(=O)N(C)Cc2ccc(Cl)cc2Cl)s1 ?
Pf growth 96h: inconclusive; HCV inhibitor: -17%; Pf growth 48h: inconclusive

How did Cn1cc(S(=O)(=O)c2ccccc2)c(=O)c2cc(F)c(N3CCOCC3)cc21 do in these assays?
Giardia FBPA inh: 7%; Shiga inhibitor: 14; Pf growth 96h: inconclusive; HCV inhibitor: 21%; Pf growth 48h: 15%; Cycloheximide cs: 6

Results for CC1CC(C)CN(C(=O)CNS(=O)(=O)c2ccc(Br)s2)C1 (stereo unspecified) ?
Giardia FBPA inh: 2%; Shiga inhibitor: -10; Pf growth 96h: 71%[activator]; HCV inhibitor: 4%; Pf growth 48h: -1%; Cycloheximide cs: -3

How did COc1cccc(CNC(=O)CCC2CCCN(C(=O)c3cc(C4CC4)[nH]n3)C2)c1 (stereo unspecified) do in these assays?
Giardia FBPA inh: -3%; Shiga inhibitor: 34*; Pf growth 96h: 23%; HCV inhibitor: inconclusive; Pf growth 48h: 57%[activator]; Cycloheximide cs: 17*

What do the screens show for `COc1cccc(NC(=O)COC(=O)C2CC3CCCC(C2)C3=O)c1` (stereo unspecified)?
Pf growth 96h: 6%; HCV inhibitor: 12%; Pf growth 48h: inconclusive

What do the screens show for `CS(=O)(=O)N(CC(=O)NCCSCc1ccccc1Cl)c1ccc(F)cc1`?
Giardia FBPA inh: 4%; Shiga inhibitor: -10; Pf growth 96h: -10%; HCV inhibitor: -4%; Pf growth 48h: 9%; Cycloheximide cs: 2

How did O=C(NCCNc1ccc([N+](=O)[O-])cc1)c1ccccc1Br do in these assays?
Giardia FBPA inh: 11%; Shiga inhibitor: 18; Pf growth 96h: inconclusive; HCV inhibitor: inconclusive; Pf growth 48h: inconclusive; Cycloheximide cs: -2

What do the screens show for `COc1ccccc1S(=O)(=O)Cc1ccc(C(=O)N2CCN(c3ccccc3)CC2)o1`?
Giardia FBPA inh: 11%; Shiga inhibitor: -11; Pf growth 96h: 7%; HCV inhibitor: -14%; Pf growth 48h: inconclusive; Cycloheximide cs: -1

How did CCS(=O)(=O)N1CCN(c2ccccc2)CC1 do in these assays?
Giardia FBPA inh: 1%; Shiga inhibitor: -3; Pf growth 96h: 9%; HCV inhibitor: 21%; Pf growth 48h: 9%; Cycloheximide cs: 1

Results for O=C(Nc1ccc(Oc2cccc(C(F)(F)F)c2)nc1)c1ccco1 ?
Giardia FBPA inh: -5%; Shiga inhibitor: 16; Pf growth 96h: 13µM*; HCV inhibitor: 10µM*; Pf growth 48h: inconclusive; Cycloheximide cs: -1
